# High-throughput results from PubChem.
# AMA1 RON2 block: qHTS for Inhibitors of AMA1-RON; Towards Development of Antimalarial Drug Lead: Primary Screen. AlphaScreen AMA1-biotinylated RON2 peptide binding. Potency, µM (top dose mostly 58.2 µM), inactives show at the highest dose activity change, negative = inhibition, most hits filed as inhibitors. 0.2% of 360,000 active. Plasmodium falciparum AMA1 (3D7) - RON2 peptide interaction;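 further: potency means the concentration at half of the fitted maximal effect; 0% = vehicle wells and -100% = peptide control; nearly all actives have a fitted effect of over 45% in size; some results filed as inactive show a strong effect at the top dose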
#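 AMA1 (3D7) with his tag at 25 nM final met compounds first, then biotinylated RON2 peptide at 25 nM; detection used donor plus acceptor beads, 10 µg/mL apiece, read by AlphaScreen after 30 min at room temperature.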
# Cycloheximide cs: Cycloheximide Counterscreen for Small Molecule Inhibitors of Shiga Toxin. cell reporter, cycloheximide protein synthesis inhibition counterscreen. max response, %. 12% of 300,000 active. AID 2314, 2010; in the data active means max response mostly above about 13%, no sharp cut-off; inactive means mostly below about 14%; further: read at 38.3 µM for the half of the compounds with a filed dose; 0% is about no effect
# LmPK inh: qHTS Assay for Inhibitors of Leishmania Mexicana Pyruvate Kinase (LmPK) | 0.37% of 290,000 active | Potency, µM (top dose mostly 57.5 µM), for the others: top-dose activity change, negative = inhibition, usual class: inhibitors | Q27686 | AID 1721, 2009 | purified LmPK, Kinase-Glo ATP luminescence, 1 h; further: potency means the concentration at half of the fitted maximal effect; on the % scale 0 is the no-effect control and ±100 the full control effect
# Target sequence (Q27686 whole entry, looked up): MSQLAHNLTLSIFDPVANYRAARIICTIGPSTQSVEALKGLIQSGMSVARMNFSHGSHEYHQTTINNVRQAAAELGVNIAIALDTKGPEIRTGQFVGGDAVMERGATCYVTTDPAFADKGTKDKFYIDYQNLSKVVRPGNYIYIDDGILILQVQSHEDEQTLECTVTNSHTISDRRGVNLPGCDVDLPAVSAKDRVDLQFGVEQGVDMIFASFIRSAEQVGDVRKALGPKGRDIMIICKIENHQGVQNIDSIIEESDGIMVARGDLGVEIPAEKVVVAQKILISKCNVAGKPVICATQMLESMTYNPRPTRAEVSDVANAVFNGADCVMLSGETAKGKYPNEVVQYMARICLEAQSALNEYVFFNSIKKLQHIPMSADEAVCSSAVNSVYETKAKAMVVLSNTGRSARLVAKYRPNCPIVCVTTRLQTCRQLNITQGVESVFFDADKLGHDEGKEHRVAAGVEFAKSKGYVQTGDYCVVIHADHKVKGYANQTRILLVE
#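 ATP generated from ADP (0.1 mM) and PEP (0.5 mM) by 0.1 nM LmPK over 1 h at room temperature (pH 7.2 imidazole buffer) was detected by coupled luciferase luminescence. Values were normalized to uninhibited and no-enzyme wells.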
# Pf growth 48h: Primary qHTS for delayed death inhibitors of the malarial parasite plastid, 48 hour incubation; P. falciparum luciferase growth in erythrocytes, 48 h; Potency, µM (highest dose often 28.7 µM), for inactives: at the top dose activity change, negative = inhibition, most hits filed as inhibitors; 5.9% of 310,000 active; AID 504832, 2011; further: potency means the concentration at half of the fitted maximal effect; on the % scale 0 is the no-effect control and ±100 the full control effect
#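 Erythrocytes infected with P. falciparum carrying an integrated firefly luciferase reporter (2% hematocrit, 0.1% parasitemia final) were exposed to compounds in RPMI 1640 with 0.5% Albumax at 37 C, 5% CO2. Growth inhibition was scored as reduced luminescence.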
# TbPYK inhibitor: qHTS of Trypanosoma Brucei Inhibitors; pyruvate kinase (Trypanosoma brucei), Q57TT1; TbPYK enzyme, Kinase-Glo Plus ATP luminescence, 45 min; Potency, µM (doses to about 76.8 µM), inactives show at the top dose activity, negative = inhibition, usual class: inhibitors; 0.12% of 410,000 active; AID 624173, 2012; further: potency means the concentration at half of the fitted maximal effect; on the % scale 0 is the no-effect control and ±100 the full control effect; nearly all actives have a fitted effect of over 50% in size
#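 T. brucei PYK with substrate was exposed to pin-transferred compounds across a concentration series, then started with 130 uM ADP (final). After 45 min at room temperature, Kinase-Glo Plus luminescence was read, normalized and curve-fitted.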
# Shiga inhibitor: A qHTS for Small Molecule Inhibitors of Shiga Toxin. 9.2% of 290,000 active. inhibition, % at 38.7 µM. Vero cells, Shiga toxin protein synthesis inhibition reporter; in the data active means inhibition mostly above about 28%, no sharp cut-off; inactive means mostly below about 43%; further: 0% is about no effect
# Pf growth 96h: Primary qHTS for delayed death inhibitors of the malarial parasite plastid, 96 hour incubation; P. falciparum luciferase reporter growth, 96 h; Potency, µM (titrated, usually from 28.7 µM), for inactives: at the highest dose activity change, negative = inhibition, hits mostly inhibitors; 6.9% of 320,000 active; further: potency means the concentration at half of the fitted maximal effect; on the % scale 0 is the no-effect control and ±100 the full control effect
#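 Luminescence readout: decreased luciferase signal marks inhibited growth of reporter-expressing P. falciparum in infected red cells (2% hematocrit, 0.05% parasitemia final), exposed to compound two generations (96 h, 37 C, 5% CO2).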
# Active calls of the source: *; ? = inconclusive; / = no result given; [ ] = another dose, or the depositor's remark. Unless noted, the call rests on the fitted dose curve; in most records, active means well fitted curve in the direction sought with a large enough effect; inconclusive means small, poorly fitted or top-dose-only effect, or another doubt; inactive means no such curve, though single readings can be large; an effect the other way counts as inactive or inconclusive.
# The first 2 entries, to show the layout:
SMILES,AMA1 RON2 block,Cycloheximide cs,LmPK inh,Pf growth 48h,TbPYK inhibitor,Shiga inhibitor,Pf growth 96h
CN(Cc1ccc(OCC(O)CN2CCCCC2)cc1)Cc1ccnc2ccccc12 (centres undefined),0%,-2,-5%,12µM*,-4%,-13,3%
Clc1ccc(OCCN2CCCCC2)c(Cl)c1,-6%,-1,-6%,/,-2%,-7,?

# Main list, repeating the preview:
SMILES,AMA1 RON2 block,Cycloheximide cs,LmPK inh,Pf growth 48h,TbPYK inhibitor,Shiga inhibitor,Pf growth 96h
CN(Cc1ccc(OCC(O)CN2CCCCC2)cc1)Cc1ccnc2ccccc12 (centres undefined),0%,-2,-5%,12µM*,-4%,-13,3%
Clc1ccc(OCCN2CCCCC2)c(Cl)c1,-6%,-1,-6%,/,-2%,-7,?
Cc1ccc(C(=O)OCC(=O)NCC2COc3ccccc3O2)cc1 (centres undefined),5%,/,/,5%,-9%,/,22%
COc1ccc(N(C(=O)Cn2nnc(-c3ccc(C)o3)n2)C(C(=O)NC2CCCC2)c2ccncc2)cc1 (centres undefined),9%,-9,2%,?,1%,29,2%
O=C(CN(CC1CCCO1)C(=O)CNS(=O)(=O)c1ccc(Cl)cc1)NCc1ccccc1 (centres undefined),6%,-4,-2%,4%,1%,-14,?
Cc1ccc(NC(=O)COC(=O)c2ccccc2Nc2ccccc2)cc1,14%,4,-1%,1%,1%,13,-22%
Cn1cccc1Cc1nnc(SCC(=O)Nc2ccc3c(c2)OCO3)n1-c1ccc(F)cc1,-12%,-3,4%,?,-3%,-8,?
CCC(C)[C@H](NC(=O)NCc1ccco1)C(=O)OC (some centres undefined),-2%,10,3%,2%,-4%,6,?
C[C@H](N)C(=O)N1CCC(C(=O)N[C@@H](Cc2ccccc2)C(=O)Nc2ccc(F)cc2)CC1,13%,2,-6%,16%,-10%,-4,-5%
CCc1cc2ccccc2nc1Cl,-7%,-4,3%,-5%,5%,-8,6%
CCOC(=O)c1c(NC(=O)CC2Nc3ccccc3NC2=O)sc(C)c1C (centres undefined),-3%,-1,3%,6%,1%,-8,2%
O=C(O)c1ccccc1CSC1=NCCS1,3%,1,-3%,3%,-26%,21,40%[activator]
CNC(=O)N(O)C1N(/N=C/c2cccs2)C(=S)SC1(C)C (centres undefined),-2%,4,4%,?,-7%,16,44%[activator]
CCCCCOc1ccc(N2C(=O)CC(N(O)c3ccccc3)C2=O)cc1 (centres undefined),12%,7,4%,21%,-22%,17,33%[activator]
O=C(Nc1ccc2c(c1)OCO2)C1CCN(Cc2cc3c(cc2O)OCO3)CC1,-14%,2,5%,?,-1%,21,-16%
O=C(O)C1C2C=CC(C2)C1C(=O)Nc1nccs1 (centres undefined),13%,-2,-3%,/,17%,-9,11%
Cc1cc(C)nc(SCCC(=O)N2CCOCC2)n1,-3%,-2,1%,1%,-3%,10,/
COC(=O)c1sccc1NC(=O)Nc1cccc(OC)c1,1%,45*,-17%,17%,-22%,40*,-2%
O=P(COCCOCP(=O)(c1ccccc1)c1ccccc1)(c1ccccc1)c1ccccc1,-17%,-3,-8%,/,5%,-19,/
COc1cccc(CN2CCC(Oc3ccc(C(=O)NCc4ccccn4)cc3)CC2)c1,38%[activator],-3,-1%,?,-1%,-6,?
CC(NC(=O)c1ccccc1)c1nc2ccccc2n1Cc1ccccc1F (centres undefined),/,7,1%,?,/,-5,-20%
CC12CN3CC(C)(CN(C1)C3c1ccc(Br)cc1O)C2 (centres undefined),29%,-4,4%,7%,1%,-19,?
Cc1cc(NC(=O)CN2C(=O)/C(=C/c3cccc(Br)c3)SC2=S)no1,27%,10,1%,6%,-18%,-12,39%[activator]
CC(C)=CC(=O)OCC(=O)Nc1cccc([N+](=O)[O-])c1,-2%,1,-2%,40%[activator],-9%,-11,-2%
CC(NC(=O)COC(=O)/C=C/c1ccc2c(c1)OCO2)c1ccccc1 (centres undefined),0%,/,/,9%,2%,/,1%

# Whole records as entered above. Order of values: AMA1 RON2 block | Cycloheximide cs | LmPK inh | Pf growth 48h | TbPYK inhibitor | Shiga inhibitor | Pf growth 96h
# O=C(O)C1C2C=CC(C2)C1C(=O)Nc1nccs1 (centres undefined) in the list: 13% | -2 | -3% | / | 17% | -9 | 11%
# COC(=O)c1sccc1NC(=O)Nc1cccc(OC)c1 in the list: 1% | 45* | -17% | 17% | -22% | 40* | -2%

# (cont.)
SMILES,AMA1 RON2 block,Cycloheximide cs,LmPK inh,Pf growth 48h,TbPYK inhibitor,Shiga inhibitor,Pf growth 96h
Cc1c(Nc2ccc3nonc3c2[N+](=O)[O-])c(=O)n(-c2ccccc2)n1C,-1%,-6,4%,14%,-1%,21,0.66µM*
CC(C(=O)NCCC1=CCCCC1)c1ccc([N+](=O)[O-])cc1 (centres undefined),-16%,-1,-2%,-9%,-9%,-3,3%
CN1C(C(=O)NCC2CC2)CC2Cn3c(nc4cc(Cl)c(Cl)cc43)C21 (centres undefined),-2%,10,-2%,20%,-2%,-4,?
Cc1nc(NC(=S)NC(=O)c2ccccc2)sc1C,45%[activator],39*,-11%,0%,2%,69*,114%[activator]
CC(C)c1ccc(N(CC(=O)NCc2ccco2)C(=O)CCC(=O)Nc2nccs2)cc1,-5%,3,5%,?,4%,-7,-23%
O=C1CN=C(c2ccccc2)c2cc(Br)ccc2N1,-2%,-2,7%,-1%,-3%,/,5%
CCOC(=O)C1(CCCc2ccccc2)CCN(Cc2nccn2CC)CC1,6%,-1,7%,10µM*,-3%,6,?
O=C(C1CCN(S(=O)(=O)c2cc(Cl)ccc2Cl)CC1)N1CCOCC1,-2%,-2,3%,?,-4%,3,4%
CCOc1ccccc1C(=O)NC1CC2CCCC(C1)N2Cc1ccccc1 (centres undefined),9%,-3,2%,-5%,-1%,-4,-22%
CCOC(=O)Cc1csc(NC(=O)CN2CCOCC2)n1,44%[activator],-1,-3%,?,-1%,-5,9.3µM*
CCOC(=O)C(C)Oc1cccc2c(=O)n(CC(=O)N3CCN(C(=O)OCC)CC3)ccc12 (centres undefined),0%,-3,3%,/,4%,-13,-26%
Cc1cc(NC(=O)CCC(=O)N(CC(=O)NC2CCCC2)Cc2cccs2)no1,-3%,-3,8%,1%,-10%,-27,0%
CCN(CC)CC#CCOC(c1ccccc1)c1ccccc1,?,7,2%,?,-1%,2,29%
COc1ccc(CCNC(=O)CSCc2c(F)cccc2Cl)cc1OC,26%,1,1%,-21%,4%,-1,-9%
CCCNC(=O)C(Cc1ccc(C(F)(F)F)cc1)NC(=O)c1ccc(C#N)cc1 (centres undefined),2%,/,/,0%,1%,/,-13%
CCC1(C)Cc2ccccc2-c2nc(NCCCO)[nH]c(=O)c21 (centres undefined),-14%,-2,5%,7%,-1%,-10,33%[activator]
Cc1nc(-c2cccc(NC(=O)c3cc4cc(Br)ccc4oc3=O)c2)cs1,2%,5,7%,?,-8%,-9,?
COC(=O)CC(c1ccc(F)cc1)n1c(C)ccc1C (centres undefined),-5%,9,6%,?,-7%,-1,13µM*
O=C(O)CCCCCNS(=O)(=O)/C=C/c1ccccc1,13%,-1,3%,8%,-10%,-11,-10%
CC(Sc1ccc(S(=O)(=O)N2CCCC2)cn1)C(N)=O (centres undefined),9%[11.6 µM],/,/,-5%,-9%,/,-13%
Clc1ccc(N/N=C/c2cccnc2)cc1,8%[11.6 µM],20,3%,-15%,-11%,30*,?
O=C(N/C=C/c1ccco1)Nc1cccc(Cl)c1,-1%,13,7%,48%[activator],-3%,23,0%
COc1ccc(NS(=O)(=O)c2cccc(C(=O)N3CCCC3)c2)cc1,-21%,/,/,2%,-5%,/,12%
COc1ccc(S(=O)(=O)Nc2ccccc2C(=O)NC(C)C)cc1OC,11%,-2,-2%,5%,5%,-1,28%
COc1ccc(N2CCN(c3ccc(NC(=O)C4CCCCC4)cc3C#N)CC2)cc1,11%,-2,-1%,?,5%,28,?

# The final three records of the part above lead into the next:
SMILES,AMA1 RON2 block,Cycloheximide cs,LmPK inh,Pf growth 48h,TbPYK inhibitor,Shiga inhibitor,Pf growth 96h
COc1ccc(NS(=O)(=O)c2cccc(C(=O)N3CCCC3)c2)cc1,-21%,/,/,2%,-5%,/,12%
COc1ccc(S(=O)(=O)Nc2ccccc2C(=O)NC(C)C)cc1OC,11%,-2,-2%,5%,5%,-1,28%
COc1ccc(N2CCN(c3ccc(NC(=O)C4CCCCC4)cc3C#N)CC2)cc1,11%,-2,-1%,?,5%,28,?
Cc1sc(=NC(=O)c2ccco2)n(C)c1-c1ccc(F)cc1,-2%,44*,-3%,200%[activator],1%,126*,92%[activator]
COc1ccc(S(=O)(=O)N2CCOC2CNC(=O)C(=O)NCCCn2ccnc2)cc1OC (centres undefined),5%,-5,7%,11%,1%,-11,-6%
CCS(=O)(=O)N1CCCC(C(=O)NCCc2ccccc2)C1 (centres undefined),0%,-2,-3%,17%,-7%,-4,/
Cc1cc(C)cc(NC(=O)CCCSc2nc3ccccc3[nH]2)c1,-9%[11.6 µM],-3,0%,-6%,-1%,-9,13%
CC(C)Cc1nnc(NC(=O)c2cc([N+](=O)[O-])ccc2N2CCOCC2)s1,2%,19*,-1%,22%,4%,21,98%[activator]
Cc1ccccc1Cn1cc(NC(=O)c2noc(C(C)C)c2[N+](=O)[O-])cn1,2%,0,-3%,?,0%,3,?
